Rac1 mut GTP: human Rac1 activated mutant GTP binding change. GST-Rac1 activated beads, fluorescent GTP binding, flow cytometry; actives lie on both sides; 100% means binding = to untreated wells. P63000. 0.11% of 190,000 active. percent activity (GTP binding), % at 10 µM;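 active means GTP binding at least 20 percentage points away from the 100% baseline, in either direction, so actives lie on both sides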
RGS8-Gao reg: human RGS8-Galphao interaction regulation. multiplexed bead flow cytometry, RGS8-Galphao binding; actives lie on both sides. 0.34% of 220,000 active. P09471. AID 1423. response (percent of control binding), % at 10 µM; in the data active means response below about 60% or above about 140%; inactive means in between;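 further: Galphao activated as the GDP aluminium fluoride complex binding bead-coupled RGS8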
Rab7 wt GTP bind: modulators of GTP binding to dog Rab7 wildtype GTPase | 0.055% of 190,000 active | GTP binding activity (percent of control), % at 10 µM | AID 758 | GST-Rab7 beads, fluorescent GTP binding, flow cytometry; actives lie on both sides; untreated = 100%, excess cold GTP = 0%;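 active means fluorescent GTP binding to Rab7 beads changed by at least 20 points from the 100% baseline, either direction, mostly lower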;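 further: median green fluorescence of bound Bodipy-FL-GTP per Rab7 bead population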
Rab2A wt mod: changes GTP binding to wildtype dog Rab2A, up or down; 0.19% of 190,000 active; AID 760; P61105; GTP binding activity, % at 10 µM; GST-Rab2 wt beads, Bodipy-GTP binding, flow cytometry;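 active means GTP binding activity at least 20 points away from 100%, either lowered or raised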;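 further: 0% = beads with excess unlabeled GTP and 100% = no-compound control corrected for plate trend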
Pf gametocyte: inhibitors of late stage P. falciparum gametocyte viability; AID 743093; 0.065% of 150,000 active; P. falciparum stage V gametocytes, ATP luminescence, 24 h; inhibition, % at 10.9 µM;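 active means inhibition above the mean plus 3 SD of compounds within the control limits, set per campaign, cut at about 38% in these data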;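 further: 0% = DMSO wells and 100% = medium only without gametocytes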
HRas wt GTP: changes GTP binding to wildtype human HRas; GTP binding activity, % at 10 µM; GST-Ras wt beads, Bodipy-FL-GTP binding, flow cytometry; actives lie on both sides; P01112; 0.14% of 190,000 active;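 active means GTP binding activity at least 20% away from the 100% baseline, either lowered as inhibitor or raised as activator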;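 further: 0% = unlabeled GTP competition control and 100% = no-compound control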
Target sequence (P01112 whole entry, looked up): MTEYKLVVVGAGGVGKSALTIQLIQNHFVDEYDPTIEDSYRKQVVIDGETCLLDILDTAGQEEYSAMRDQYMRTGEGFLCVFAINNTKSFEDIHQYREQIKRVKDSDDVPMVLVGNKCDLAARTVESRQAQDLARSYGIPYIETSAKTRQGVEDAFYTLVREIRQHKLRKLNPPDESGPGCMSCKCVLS
Mcl1-Bid inh: disrupts binding of human Mcl-1 to Bid peptide. TR-FRET Mcl-1/Bid-Dy647 peptide binding, 1536-well. 0.97% of 220,000 active. inhibition, % at 21.7 µM. Q07820. AID 1021;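 active means compounds that cut the binding signal by more than half at the single screening dose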;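 further: His-tagged Mcl-1 with europium anti-His antibody binding Bid BH3 peptide; 0% = Mcl-1 plus peptide wells and 100% = peptide-only wells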
Target sequence (Q07820 whole entry, looked up): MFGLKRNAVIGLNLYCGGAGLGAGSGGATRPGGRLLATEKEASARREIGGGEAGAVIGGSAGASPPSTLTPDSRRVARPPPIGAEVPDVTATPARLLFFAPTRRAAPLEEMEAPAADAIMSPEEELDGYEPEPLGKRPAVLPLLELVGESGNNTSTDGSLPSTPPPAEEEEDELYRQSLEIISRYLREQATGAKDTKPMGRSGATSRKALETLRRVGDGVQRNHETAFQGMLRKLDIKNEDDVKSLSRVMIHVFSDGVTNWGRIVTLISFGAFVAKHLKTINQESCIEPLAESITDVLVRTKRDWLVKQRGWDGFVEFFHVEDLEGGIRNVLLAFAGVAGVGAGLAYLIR
Cdc42 wt: changes GTP binding to wildtype human Cdc42; P60953; GST-Cdc42 beads, Bodipy-GTP binding, flow cytometry; actives lie on both sides; percent activity (GTP binding), % at 10 µM; 0.2% of 190,000 active;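 active means percent activity GTP binding at least 20 points away from the 100% baseline, either down as inhibitor or up as activator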;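 further: median bead fluorescence of bound Bodipy-FL-GTP at 100 nM; 0% = excess unlabeled GTP control and 100% = no compound control; below 100% means less GTP binding so inhibitor and above means activator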
Target sequence (P60953 whole entry, looked up): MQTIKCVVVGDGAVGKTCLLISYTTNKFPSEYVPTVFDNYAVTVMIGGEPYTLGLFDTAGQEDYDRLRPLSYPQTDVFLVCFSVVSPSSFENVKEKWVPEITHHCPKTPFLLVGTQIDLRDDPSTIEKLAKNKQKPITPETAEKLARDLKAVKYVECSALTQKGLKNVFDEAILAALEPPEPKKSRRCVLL
Mcl-1 Bim block: human Bim-Mcl-1 interaction inhibition. Q07820. Bead-based flow cytometry, Bim peptide-Mcl-1 binding. inhibition, % at 10 µM. 0.1% of 190,000 active. AID 1009; in the data active means inhibition above about 40%;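 further: 0% = no compound tracer wells and 100% = peptide blocker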
Rac1 wt modul: modulators of human Rac1 wildtype GTP binding | P63000 | GST-Rac1 beads, fluorescent GTP binding, flow cytometry; actives lie on both sides; 0 = cold GTP competed, 100 = untreated | GTP binding activity (% of control), % at 10 µM | 0.27% of 190,000 active | AID 757;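 active means GTP binding activity at least 20 points away from the 100% control level, either lower or higher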
Mcl1 Noxa PPI: disrupts binding of human Mcl-1 to Noxa peptide | TR-FRET Mcl-1/Noxa peptide binding, 2 h | Q07820 | 1.5% of 220,000 active | inhibition, % at 21.7 µM;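 active means compounds that cut the protein-peptide binding signal by more than 50% relative to plate controls in a single-dose test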;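 further: His-tagged Mcl-1 with rhodamine Noxa BH3 peptide and terbium anti-His antibody; 0% = Mcl-1 plus Noxa peptide wells and 100% = peptide-only wells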
* marks the source's active call; other numbers are inactive results; . = no result given.

SMILES	Rac1 mut GTP	RGS8-Gao reg	Rab7 wt GTP bind	Rab2A wt mod	Pf gametocyte	HRas wt GTP	Mcl1-Bid inh	Cdc42 wt	Mcl-1 Bim block	Rac1 wt modul	Mcl1 Noxa PPI
O=c1[nH]c(-c2ccco2)nc2sc3c(c12)CCCC3	100	99	98	97	3	97	-34	96	-3	99	-4
Cc1ccc(NC(=O)c2ccco2)c(NC(=O)CN2C(=O)c3ccccc3C2=O)c1	99	100	100	102	.	102	-15	103	1	102	2
N#CCCn1cc(/C=N/O)c(-c2cccc([N+](=O)[O-])c2)n1	97	101	94	98	5	95	-16	96	0	96	6
CN(C)S(=O)(=O)c1ccc(NC(=O)CN2CCCc3ccccc32)cc1	97	103	96	97	11	96	-27	96	-4	100	19
CCOC(=O)CSc1nc2nc(C)cc(C)n2n1	99	102	98	99	.	100	5	101	0	105	1
CCC1C2CN(C(C)=O)CC=C2C(C#N)=C(N)C1(C#N)C#N (stereo unspecified)	100	102	98	99	9	100	-15	102	-1	98	-88
Cc1cccc(OC2CCN(Cc3c(C(=O)N4CCCC4)nc4ccccn34)CC2)c1	96	103	98	98	-23	98	-11	100	-2	101	12
CS(=O)(=O)NCc1nnc(SCC(=O)NC2CCCCC2)n1-c1ccc(F)cc1	102	99	102	103	5	106	-2	106	-1	108	2
CC(C)n1c(S(=O)(=O)O)nc2ccccc21	89	100	97	94	.	92	-9	88	-3	90	18
Nc1nnc(SCC(=O)N2CCc3ccccc3C2)s1	94	102	99	97	6	95	-4	100	1	100	11
CCN(CC)c1ccc(C2C(C(=O)OCCOC(C)C)=C(C)NC3=C2C(=O)CCC3)cc1 (stereo unspecified)	97	96	94	98	.	96	.	96	6	97	.
CCCC(C(=O)NCc1ccco1)N(C(=O)CNS(=O)(=O)c1ccccc1)C1CCCC1 (stereo unspecified)	98	99	101	99	-3	99	-13	99	0	102	5
CCCCCC(=O)Nc1ccccc1N1CCN(c2ccccc2)CC1	99	104	98	98	.	97	-31	94	0	97	2
c1ccc(CCNc2ncnc3c2cnn3-c2ccccc2)cc1	98	94	96	99	.	100	-7	101	-4	101	3
CCCCNC(=O)CSc1nc(O)cc(=O)n1C1CCCC1	91	100	96	99	4	97	-45	100	-1	97	5
CCOC(=O)C1NN=C(C(=O)c2ccc(C)cc2)C1c1ccc(C)cc1 (stereo unspecified)	98	99	106	101	2	100	-60	100	-5	106	-1
O=C1c2cccnc2C(=O)N1CO	97	105	102	101	-18	103	-35	100	0	100	4
O=C(c1cccc(F)c1)N1CCC(c2nc3ccccc3s2)CC1	93	100	105	102	22	98	-29	100	2	101	18
CCN1CCCC1CNC1=NCCCCC1 (stereo unspecified)	99	101	100	98	-11	101	-35	99	-1	103	7
O=C(O)c1ccc(NS(=O)(=O)c2ccc(Cl)cc2)cc1	93	100	97	98	-8	98	-22	96	0	97	0
Cc1nnc(NC(=O)CSc2nnc(CNC(=O)c3ccccc3)n2-c2ccccc2)s1	96	103	96	96	.	99	2	97	0	99	10
CCC(CC)C(=O)NCCc1ccc(S(N)(=O)=O)cc1	101	107	103	102	18	103	5	101	0	105	-4
CCCCc1nnc(NC(=O)c2nc3nccc(C)n3n2)s1	93	106	100	96	.	93	-33	94	0	92	-12
c1ccc(C2CNCc3c2ccc2ccccc32)cc1 (stereo unspecified)	94	91	102	100	29	96	-7	98	-3	104	16
Cc1sc2nc(SC3CCOC3=O)n(Cc3ccccc3)c(=O)c2c1C (stereo unspecified)	92	99	101	96	1	95	-1	92	0	92	-6
Next part.
SMILES	Rac1 mut GTP	RGS8-Gao reg	Rab7 wt GTP bind	Rab2A wt mod	Pf gametocyte	HRas wt GTP	Mcl1-Bid inh	Cdc42 wt	Mcl-1 Bim block	Rac1 wt modul	Mcl1 Noxa PPI
CC1=C(C(=O)Nc2cccnc2)C(c2ccc3c(c2)OCO3)C2=C(CCCC2=O)N1 (stereo unspecified)	100	100	101	103	0	101	-20	103	0	106	-17
COc1ccc(OC)c(C(=O)c2ccc(C(=O)Nc3cccc4ccccc34)cc2)c1	99	101	99	101	-12	100	-11	100	0	98	14
COc1ccccc1-n1cnnc1SC(C)C(=O)Nc1cccc([N+](=O)[O-])c1 (stereo unspecified)	100	98	100	97	-1	100	3	106	-3	107	-2
C1=C(c2ccccc2)N2CCN=C2S1	102	95	98	99	.	101	-30	105	0	107	-9
O=C(NNC(=S)NC(=O)c1ccccc1[N+](=O)[O-])c1ccccc1	92	98	91	93	13	93	-74	97	-3	96	-42
Cn1ccnc1Sc1cc(NCCCO)c([N+](=O)[O-])c2nonc12	88	93	91	88	9	91	-15	87	-19	88	13
CCC(Sc1ccc(C(=O)O)cc1)C(=O)O (stereo unspecified)	100	101	101	102	.	101	15	100	-3	103	16
CC(C)(C)C(=O)c1cnc(Nc2ccccc2)s1	99	102	98	101	.	99	-8	102	-3	101	4
O=C(Nc1nc(-c2ccccc2)cs1)c1ccc2c(=O)n3c(nc2c1)CCCCC3	96	101	100	94	-13	95	4	99	-2	98	-8
COc1ccc(CCNC(=O)Cc2ccc(OCc3ccccc3)c(OC)c2[N+](=O)[O-])cc1OCc1ccccc1	99	104	100	102	-85	101	-10	106	0	106	12
Cc1nc2c(=O)[nH]c3ccccc3c2o1	92	98	99	93	.	93	-8	89	1	93	23
O/N=C/c1cn(-c2ccccc2)nc1-c1cccnc1	95	97	100	97	5	96	-15	95	-3	95	-3
COc1cccc(OCC(=O)NNC(=O)C(=O)N2CCCC2)c1	101	99	98	100	14	99	3	102	0	103	4
CO/N=C\CC(=O)Nc1ccc(Oc2ccccc2)cc1	97	100	95	96	10	95	-9	95	1	98	16
CC(=O)Nc1ccc(SC(C)C(=O)NC(N)=O)cc1 (stereo unspecified)	99	99	97	97	2	100	-8	101	1	101	-2
CC(C)(C)C(=O)C[n+]1ccc(C(N)=O)cc1	104	99	99	104	11	102	-5	102	-5	107	-5
Cc1ccc(CSc2nnc(SCC(=O)N/N=C/c3c[nH]c4ccccc34)s2)cc1	96	96	103	100	-15	99	90*	100	2	102	76*
CCCCC(=O)NS(=O)(=O)c1ccc(N=NN2CCOCC2)cc1	97	104	98	100	6	98	11	96	-8	100	-11
CCC(C)NC(=O)CC(c1ccc(OC)cc1)n1cccc1 (stereo unspecified)	101	101	100	103	.	102	-40	102	-1	106	8
CCc1ccccc1NC(=O)CN(C)S(=O)(=O)c1ccc2c(c1)c(=O)n(C)c(=O)n2C	97	102	95	95	.	95	-8	97	0	98	-6
CCc1nnc(NC(=O)CSc2nnc3c(C)cc4c(C)ccc(C)c4n23)s1	97	103	100	99	3	101	-23	104	-2	104	5
OCCCc1nc2n(n1)C(c1ccccc1)C=C(c1ccccc1)N2 (stereo unspecified)	100	103	98	97	.	100	-26	99	-1	102	7
COCCNC(=S)Nc1ccc(S(=O)(=O)Nc2ncccn2)cc1	96	102	94	98	9	95	-12	94	-1	96	9
CCOc1cc(C(=O)Nc2cccc(C(C)=O)c2)ccc1OCC(=O)N1CCCCC1	92	99	95	91	10	91	-17	91	1	89	-8
CC1(C)C(=O)C2(CCCCC2)C(=O)OC1c1cccc([N+](=O)[O-])c1 (stereo unspecified)	99	100	98	100	.	100	-2	100	-5	103	20
(listing goes on)
SMILES	Rac1 mut GTP	RGS8-Gao reg	Rab7 wt GTP bind	Rab2A wt mod	Pf gametocyte	HRas wt GTP	Mcl1-Bid inh	Cdc42 wt	Mcl-1 Bim block	Rac1 wt modul	Mcl1 Noxa PPI
O=C(NCc1cn(-c2ccccc2)nc1-c1ccccc1)c1cccc([N+](=O)[O-])c1	99	101	97	96	.	96	-10	98	-6	101	10
O=C(Nc1cccc(S(=O)(=O)N2CCCCC2)c1)c1ccc([N+](=O)[O-])o1	94	96	103	96	16	94	-22	92	-3	93	11
Cc1ccc(OCC(=O)N2c3ccccc3CC2C)c([N+](=O)[O-])n1 (stereo unspecified)	100	98	103	99	-7	98	-4	100	-1	100	5
COc1ccc(Oc2nc3ccccc3n(C)c2=O)cc1	97	98	99	97	-23	100	-11	99	-2	105	-3
Cc1noc(NS(=O)(=O)c2ccc(NC(=O)CSc3nc4c(cc3C#N)CCCC4)cc2)c1C	91	104	99	97	.	99	8	95	-1	100	11
c1ccc(CSc2ccc(-c3cccnc3)nn2)nc1	96	98	97	95	-10	96	-3	95	-2	96	6
Cc1ccc(C(=O)Nc2onc(C)c2C#N)cc1	99	99	98	99	8	100	3	103	0	104	9
COc1ccccc1NC(=S)N(Cc1ccco1)Cc1cc2cccc(C)c2[nH]c1=O	100	100	101	101	-8	99	-56	101	-2	105	26
CCOc1cc(CNCC2CCCO2)cc(Br)c1OCC(N)=O (stereo unspecified)	99	86	98	99	10	99	-34	98	1	102	13
CCN(c1ccccc1)S(=O)(=O)c1ccc(Cl)c(NC(=O)COC(=O)c2ccc(O)cc2)c1	95	102	94	92	.	95	25	95	0	95	-192
Cc1ccccc1-c1nnc(SCc2ccc(F)cc2)o1	99	96	99	101	-1	101	-1	101	2	101	-1
O=C1NC(c2ccccc2)C(C(=O)c2cccs2)=C1O (stereo unspecified)	98	101	99	98	.	100	0	99	0	98	9
COc1ccc(N(CC(=O)NN=C2CCCCCCC2)S(=O)(=O)c2ccccc2)cc1	100	102	95	99	.	100	-6	99	-6	100	4
Cc1cc(C)c2[nH]c(=O)c(CN(C(=O)C3CCCO3)C3CCCC3)cc2c1 (stereo unspecified)	102	100	100	105	.	104	-14	107	-5	107	-6
Cc1cccc(C(=O)O/N=C(/c2ccccc2)c2ccncc2)c1	88	99	93	89	-10	89	-2	89	1	90	-2
CCOc1ccc(Cn2ccnc2CCl)cc1[N+](=O)[O-]	95	90	96	99	.	97	14	99	-3	99	11
CC1CC(C)(C)NC(=S)N1CC(=O)NCc1ccc2c(c1)OCO2 (stereo unspecified)	96	103	92	97	9	96	-14	99	0	103	1
Cc1ccccc1C(O)c1ccncc1 (stereo unspecified)	95	103	95	97	.	97	-17	98	0	98	9
Cc1ccc(C)c(Cn2c(=O)n(CCCC(=O)NCc3ccco3)c(=O)c3ccccc32)c1	97	100	99	100	22	100	9	97	-3	104	9
O=c1oc2ccccc2n1Cn1c(=O)oc2ccccc21	98	101	108	102	.	102	-19	100	-1	104	3
CC1CCC2(CC1)SCC(=O)N2c1ccccc1 (stereo unspecified)	97	79	97	97	21	101	9	100	-4	100	20
O=C(c1ccccc1)N1CCN(c2ccc(NCc3ccc4c(c3)OCO4)cc2)CC1	99	98	99	97	.	99	3	97	0	101	33

From PubChem BioAssay
